# Screening results: PubChem, several laboratories
# GAA850 FXN act: activators of GAA850 frataxin (FXN) promoter; HEK293 lucGAA850 FXN promoter luciferase reporter, 24 h; percent of 10 µM SAHA response; activation, % at 6 µM; hit rate 0.56% among 360,000;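 active = activation above the average of all compounds screened plus 3 SD, cutoff fixed separately per campaign, cut at about 7.5% in these data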;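 note: 0% = DMSO wells and 100% = 10 µM SAHA wells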
# PG9 binder: PG9 antibody binding by small molecule; TR-FRET gp120-PG9 antibody binding; inhibition, % at 6.7 µM; hit rate 0.43% among 360,000; AID 624416; in the data active = inhibition above about 8.5%
# SMARCA2 activ: activators of SMARCA2 function | AID 652017 | hit rate 1% among 370,000 | MG213 cells, MMTV-luciferase reporter, dexamethasone, overnight | activation, % at 9.1 µM; in the data active = activation above about 7.8%;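 note: 0% = vehicle wells and 100% = reference activator wells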
# ssDAF-12 act: S. stercoralis DAF-12 activation, primary screen | HEK293 ssDAF-12/GRIP1 lit1-tk-luc reporter, luminescence; % of 3 µM dafachronic acid response | activation, % at 6.8 µM | hit rate 1% among 370,000 | AID 652126;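 active = activation above the mean over all tested compounds plus 3 SD, cut at about 0.9% in these data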;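 note: 0% = DMSO-only wells and 100% = 3 µM delta7-dafachronic acid wells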
# NPR1 activator: GC-A (human) enzyme activation; P16066; HEK293 GC-A cells, cGMP TR-FRET, EC30 ANP; 0% at EC30 ANP, 100% saturating ANP; activation, % at 10 µM; hit rate 0.14% among 370,000; AID 1671463; in the data active = activation above about 40%
# ADAM17 inh: inhibits human ADAM17. P78536. recombinant ADAM17, EDANS/DABCYL FRET peptide cleavage. inhibition, % at 6.95 µM. hit rate 0.83% among 370,000. AID 720648;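 active = inhibition above the mean of compounds lying between control limits plus 3 SD, set per campaign, cut at about 8.5% in these data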;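 note: 0% = DMSO-only wells as the low control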
# Target sequence (P78536 215-824 limits assumed): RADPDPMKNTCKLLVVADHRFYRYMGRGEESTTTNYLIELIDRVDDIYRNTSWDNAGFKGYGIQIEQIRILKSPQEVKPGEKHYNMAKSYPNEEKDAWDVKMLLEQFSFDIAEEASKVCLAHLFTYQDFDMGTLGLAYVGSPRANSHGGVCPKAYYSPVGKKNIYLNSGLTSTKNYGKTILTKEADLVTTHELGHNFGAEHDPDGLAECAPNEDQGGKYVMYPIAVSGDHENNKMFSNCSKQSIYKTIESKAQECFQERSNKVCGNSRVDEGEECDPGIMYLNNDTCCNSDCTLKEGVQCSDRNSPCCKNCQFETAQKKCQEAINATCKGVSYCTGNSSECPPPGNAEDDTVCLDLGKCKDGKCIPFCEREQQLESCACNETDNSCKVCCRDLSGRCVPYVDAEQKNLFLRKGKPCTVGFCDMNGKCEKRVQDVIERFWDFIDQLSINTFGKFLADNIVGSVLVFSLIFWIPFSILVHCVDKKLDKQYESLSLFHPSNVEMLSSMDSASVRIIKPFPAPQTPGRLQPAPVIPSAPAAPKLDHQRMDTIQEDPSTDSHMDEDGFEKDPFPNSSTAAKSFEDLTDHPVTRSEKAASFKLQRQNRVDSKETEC
# DAX1 inh-1: NR0B1 (DAX1) inhibition. hit rate 0.99% among 340,000. inhibition, % at 6.75 µM. AID 504766. HEK293 Gal4-DAX1 luciferase reporter, luminescence;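 active = inhibition above the mean over all tested compounds plus 3 SD, cut at about 4.2% in these data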;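 note: 0% = DAX1-transfected cells with DMSO and 100% = empty-vector control cells with DMSO; inhibition shows as a rise in luminescence from relieved DAX1 repression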
# ADAM10 inh: inhibitors of human ADAM10; recombinant ADAM10, EDANS/DABCYL FRET peptide cleavage, 3 h; hit rate 0.62% among 370,000; O14672; AID 720582; inhibition, % at 7 µM;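 active = inhibition above a per-campaign cutoff equal to the mean of compounds falling between control-based bounds plus 3 SD, cut at about 20% in these data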;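 note: 0% = DMSO wells while the 100% control is not disclosed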
# Target sequence (O14672 214-748 limits assumed): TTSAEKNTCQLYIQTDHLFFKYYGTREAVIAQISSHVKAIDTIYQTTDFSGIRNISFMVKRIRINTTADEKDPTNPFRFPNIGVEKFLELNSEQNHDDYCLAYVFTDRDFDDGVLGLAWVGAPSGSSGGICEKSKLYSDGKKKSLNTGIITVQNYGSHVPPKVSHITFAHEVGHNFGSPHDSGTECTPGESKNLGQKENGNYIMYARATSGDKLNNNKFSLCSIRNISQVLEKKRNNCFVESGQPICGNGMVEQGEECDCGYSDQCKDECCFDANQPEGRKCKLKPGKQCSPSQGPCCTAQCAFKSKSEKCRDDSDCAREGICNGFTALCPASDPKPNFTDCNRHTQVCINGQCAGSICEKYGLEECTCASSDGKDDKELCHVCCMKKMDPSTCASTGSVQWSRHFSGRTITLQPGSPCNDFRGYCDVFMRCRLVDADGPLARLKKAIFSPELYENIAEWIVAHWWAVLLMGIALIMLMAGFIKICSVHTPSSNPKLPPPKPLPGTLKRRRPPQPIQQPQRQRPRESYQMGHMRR
# DAX1 inh-2: inhibitors of DAX1 repression of SF-1 activated StAR promoter; HEK293T StAR-luciferase reporter, SF-1/DAX-1 repression relief; inhibition, % at 6.8 µM; hit rate 1.1% among 370,000; AID 652010;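 active = inhibition above the mean over all tested compounds plus 3 SD, cut at about 3.6% in these data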;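 note: 0% = DAX-1 cells with DMSO and 100% = cells lacking DAX-1 with DMSO; higher inhibition means more luminescence from relief of DAX-1 repression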
# hcDAF12 agonist: H. contortus DAF-12 activation, primary screen. HEK293 hcDAF-12 lit1-tk-luc reporter, luminescence; 0% DMSO, 100% Δ7-dafachronic acid. hit rate 1.4% among 370,000. activation, % at 6.8 µM;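 active = activation above the mean of all tested compounds plus 3 SD, cut at about 5.5% in these data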;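 note: 100% = response to 3 µM Δ7-dafachronic acid high control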
# hgDAF-12 ag: agonists of H. glycines DAF-12 nuclear receptor; HEK293 GAL4-hgDAF12 UAS-luciferase reporter, agonist luminescence; normalized to butyrate control; activation, % at 6.8 µM; hit rate 1.8% among 370,000; AID 687014;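 active = activation above a cutoff set at the mean of all screened compounds plus 3 SD, cut at about 10% in these data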;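 note: 0% = DMSO wells and 100% = sodium butyrate wells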
# The depositor's hits bear a star; i = inactive; / = not tested or not shown.
structure	GAA850 FXN act	PG9 binder	SMARCA2 activ	ssDAF-12 act	NPR1 activator	ADAM17 inh	DAX1 inh-1	ADAM10 inh	DAX1 inh-2	hcDAF12 agonist	hgDAF-12 ag
O=C(COC(=O)c1cccc(S(=O)(=O)NCc2ccccc2)c1)c1ccccc1	0.0	-1.7	-3	-1.5	2	2	-1.1	3	-0.1	2.1	-2.1
C[C@H]([C@@H](N)C(=O)N[C@@H](C(=O)O)[C@@H]1O[C@H](n2ccc(=O)[nH]c2=O)[C@@H](O)[C@H]1O)[C@@H](O)c1ccc(O)cn1	1.6	0.8	0	-0.9	1	-2	0.3	-11	0.0	0.8	-4.2
COc1cc(/C=N/NC(=O)CNC(=O)c2ccncc2)ccc1OC(C)=O	0.5	-1.1	-4	-0.5	0	-5	2.3	-8	-0.2	0.7	-2.1
Cc1cc(NC(=O)c2ccccc2)n(C)n1	1.9	1.0	-1	-1.3	-2	-4	-0.3	1	-0.2	-0.4	-0.3
COc1ccc(-c2ccc(NS(=O)(=O)c3ccc([N+](=O)[O-])cc3)cc2)nn1	1.5	2.9	1	-1.1	-4	2	-0.1	9	-0.3	3.3	0.9
COc1cc(C(=O)NCC(=O)N/N=C/c2ccc(-c3cccc([N+](=O)[O-])c3)o2)cc(OC)c1OC	-2.1	-0.3	-3	-0.7	-2	-5	-1.2	-1	-0.1	-1.0	-3.7
Cc1onc(-c2ccccc2)c1C(=O)NC(=S)Nc1sc2c(c1C#N)CCCC2	0.7	0.8	2	-1.2	-4	-3	0.0	-11	-0.4	-0.2	-2.1
Cn1c(=O)c2c(ncn2CC(=O)NC2CCCCC2)n(C)c1=O	1.1	-0.4	-1	-0.8	2	-3	-0.6	-11	0.6	-0.2	-2.4
COc1cccc2c(=O)n(CC(=O)N3CCCc4ccccc43)ccc12	-1.6	-0.7	4	-1.4	-2	-10	0.1	-32	-1.9	-0.2	-0.2
Cn1c(CNc2ccc(Br)cc2)nc2ccccc21	4.1	0.0	3	1.4*	-10	-5	4.7*	5	2.7	12*	14*
O=c1oc2ccccc2c(N2CCCC2)c1[N+](=O)[O-]	0.3	-0.6	-2	-1.0	-4	-7	4.7*	-4	0.1	-1.3	-3.0
CCC(CC)NC(=O)c1cc(OC)c(OC)c(OC)c1	3.5	0.3	1	-1.3	5	-3	0.1	-1	0.2	0.7	-1.1
Cc1cc(Br)ccc1NC(=O)c1ccco1	0.9	0.1	-1	-0.1	4	-3	1.3	-1	-0.1	-0.1	2.5
CCOC(=O)c1cnn(-c2cc(Oc3ccccc3)ncn2)c1N	0.6	-0.5	-1	-1.3	0	-1	-0.3	-2	0.6	-0.5	0.3
Nc1nnc(-c2cccc([N+](=O)[O-])c2)s1	-0.3	-1.9	-2	-1.6	1	-4	/	-3	-0.3	0.0	-0.2
O=C(CN(Cc1cccs1)C(=O)CNS(=O)(=O)c1ccc(Cl)cc1)NCC1CCCO1 (stereo not drawn)	0.0	1.1	2	-2.1	-4	-3	0.4	-3	-0.8	-1.5	0.2
CN(CCN(C)C(=O)c1[nH]cnc1C(=O)Nc1ccccc1)C(=O)c1[nH]cnc1C(=O)Nc1ccccc1	1.4	-0.1	0	-0.5	-4	-1	0.5	3	-0.3	3.2	1.1
CC(=O)NCCc1nc2cc(NS(=O)(=O)c3ccccc3)ccc2n1C	1.9	-0.2	3	-1.5	4	-1	-1.3	1	0.3	0.3	0.3
O=C(Nc1ccc2nc(N3CCOCC3)sc2c1)c1ccc(F)cc1	0.9	0.1	1	-0.7	5	-5	0.9	-4	-0.6	-0.3	1.0
CCCn1cnnc1CNC(=O)C1CCC(=O)N(CCc2ccc(OC)cc2)C1 (stereo not drawn)	1.4	-1.8	-2	-1.5	2	1	0.4	-1	1.3	-0.2	2.8
COc1ccc(S(=O)(=O)N2CCC(C(=O)N[C@H](C(=O)NCc3ccncc3)C(C)C)CC2)cc1	1.2	1.0	-1	-1.4	0	-1	-0.1	-3	2.0	-1.6	0.7
Cc1cccn2c(=O)c3cc(C(=O)NCCc4ccccc4)c(=N)n(CCCn4ccnc4)c3nc12	0.5	2.1	6	-1.1	3	i	2.0	i	-0.1	-0.1	1.1
O=C(Nc1ccccn1)C1CCN(C(=O)Nc2ccccc2)CC1	-1.1	0.5	0	-0.2	1	-1	1.1	-9	0.4	3.5	5.2
Cn1c(=O)[nH]c(=O)c2c1nc(SCCN1CCCCC1)n2CCCc1ccccc1	1.4	-0.5	-1	-1.4	1	-4	1.2	1	0.2	-1.6	2.1
CC1CCCCN1C(=O)c1ccc(S(=O)(=O)N2CCCCC2C)cc1 (stereo not drawn)	-2.4	0.5	-1	-1.2	3	-4	-1.8	-1	-0.4	-2.3	1.6
CN(C)C(=O)N1CCC(C(=O)N2CCCC(C(=O)c3cccc4ccccc34)C2)CC1 (stereo not drawn)	3.0	-1.2	-1	-1.9	1	-5	-0.8	-3	-0.4	-1.3	0.4
CCn1c2ccccc2c2cc(NC(=O)COC(=O)c3ccccc3Br)ccc21	0.8	-1.1	-3	-1.8	1	8	0.1	-6	0.7	-1.6	1.3
COc1ccc(CCN2C(=O)CC(NNC(=O)c3cccc(O)c3)C2=O)cc1 (stereo not drawn)	1.1	-0.2	-1	-1.4	-5	2	-1.6	3	-0.3	-1.8	4.2
O=C1C=C(c2ccnc3cc(Cl)ccc23)C[C@@H](c2ccc3c(c2)OCO3)C1	-1.1	-3.3	-2	-2.3	1	9	-3.2	16	-2.2	-4.3	-5.8
COc1ccccc1-c1csc(C(NC(C)=O)c2cccc(F)c2)n1 (stereo not drawn)	-0.5	-0.9	8.4*	-1.2	-2	-5	/	-9	2.2	0.0	2.1
CCc1ccc(CCNC(=O)OCCCN2CCC3(CCC(c4ccccc4)CC3)C2=O)cc1 (stereo not drawn)	/	/	-7	-1.7	-3	9.4*	/	12	-3.4	-2.2	-5.7
CCCC1OC23CCCCC2C(C#N)(C(=N)O3)C1(C#N)C#N (stereo not drawn)	1.7	-0.9	-1	-0.8	6	-76	0.2	-252	0.0	0.6	-0.1
O=C(COC(=O)/C=C/c1ccc(C(F)(F)F)cc1)NCCC1=CCCCC1	0.7	-3.2	1	-0.9	4	1	0.2	2	-0.1	-0.3	-0.8
O=C1CC(Cc2ccc(Cl)cc2)C(=O)N1c1ccccn1 (stereo not drawn)	0.9	-0.8	-2	-1.1	-2	-6	-0.9	1	0.1	-0.6	0.9
Cc1cccc(C(=O)Nc2cc(C)ccc2NC(=O)COc2ccccc2)c1	-0.4	0.9	-3	-1.6	-1	3	-1.1	15	-0.1	-1.7	-1.1
O=S(=O)(c1ccc2c(c1)OCCO2)N1CCCN(S(=O)(=O)c2c(F)cccc2F)CC1	-0.2	-2.7	0	-1.7	1	-1	-0.1	1	-0.6	-2.2	0.8
CC(=O)N1CCN(C2=NC(=O)/C(=C/c3ccc(OS(=O)(=O)c4ccccc4)cc3)S2)CC1	-0.5	-2.6	5	-1.2	1	0	-0.1	-5	-0.9	-1.5	1.2
CCCCNC(=O)Cn1c2c(c(-c3ccccc3Cl)cc1=O)CCC2	-1.8	1.8	-6	-1.5	2	-31	-0.2	-136	0.4	-0.8	-1.8
CCOC(=O)c1c(-c2ccccc2)oc2ccc(OCC(O)CNCCN(C)C)cc12 (stereo not drawn)	-0.7	1.1	3	-0.6	-11	-162	1.0	-439	1.2	-1.0	2.2
O=C(Nc1ccc(Cl)cc1)NC1CCCCNC1=O (stereo not drawn)	-1.4	0.0	0	-1.1	-2	-5	/	6	0.2	-1.4	4.4
CC(C)C(C)NC(=O)CSc1nnc(-c2c[nH]c3ccccc23)o1 (stereo not drawn)	-0.1	-0.9	-2	-1.5	0	-4	-0.1	2	-0.6	-1.1	-1.6
CCN(CC)CCNC(=O)Cn1nc(-c2ccc(C)cc2)ccc1=O	0.1	-1.0	-2	-1.3	2	-11	0.4	-29	1.2	0.0	0.1
Cc1ccc(-c2cc(N)n(-c3ccc(C)cc3)n2)cc1	1.9	-2.2	4	-0.4	1	0	2.4	1	2.0	2.0	5.9
CCNC(=S)N(CCc1c(C)[nH]c2ccc(C)cc12)Cc1cccs1	-2.1	-1.5	-3	-2.2	-16	3	0.9	11	1.4	0.3	-0.4
O=C(Nc1nccs1)C1CC(=O)N(c2ccccc2Cl)C1 (stereo not drawn)	-3.6	1.2	-2	-1.7	3	-4	-0.1	-7	-1.2	-1.8	0.2
CCOC(=O)C1CCCN(S(=O)(=O)c2nc3nc(C)cc(C)n3n2)C1 (stereo not drawn)	0.7	-2.1	3	-1.1	2	-1	-0.8	-1	1.4	-1.1	1.5
COC(=O)c1sccc1NC(=S)Nc1ccc(F)cc1	1.9	1.0	-1	-0.5	0	-1	-0.7	3	0.3	-0.2	-2.5
C=CCc1cc(Cl)ccc1OCCN(C)C	2.0	-1.2	-1	-2.3	1	-4	1.0	-5	0.0	-0.2	-1.4

# Some of the entries so far, as labelled records:
O=C(Nc1nccs1)C1CC(=O)N(c2ccccc2Cl)C1 (stereo not drawn)
  GAA850 FXN act = -3.6
  PG9 binder = 1.2
  SMARCA2 activ = -2
  ssDAF-12 act = -1.7
  NPR1 activator = 3
  ADAM17 inh = -4
  DAX1 inh-1 = -0.1
  ADAM10 inh = -7
  DAX1 inh-2 = -1.2
  hcDAF12 agonist = -1.8
  hgDAF-12 ag = 0.2

C=CCc1cc(Cl)ccc1OCCN(C)C
  GAA850 FXN act = 2.0
  PG9 binder = -1.2
  SMARCA2 activ = -1
  ssDAF-12 act = -2.3
  NPR1 activator = 1
  ADAM17 inh = -4
  DAX1 inh-1 = 1.0
  ADAM10 inh = -5
  DAX1 inh-2 = 0.0
  hcDAF12 agonist = -0.2
  hgDAF-12 ag = -1.4

CCNC(=S)N(CCc1c(C)[nH]c2ccc(C)cc12)Cc1cccs1
  GAA850 FXN act = -2.1
  PG9 binder = -1.5
  SMARCA2 activ = -3
  ssDAF-12 act = -2.2
  NPR1 activator = -16
  ADAM17 inh = 3
  DAX1 inh-1 = 0.9
  ADAM10 inh = 11
  DAX1 inh-2 = 1.4
  hcDAF12 agonist = 0.3
  hgDAF-12 ag = -0.4

O=C(Nc1ccc(Cl)cc1)NC1CCCCNC1=O (stereo not drawn)
  GAA850 FXN act = -1.4
  PG9 binder = 0.0
  SMARCA2 activ = 0
  ssDAF-12 act = -1.1
  NPR1 activator = -2
  ADAM17 inh = -5
  DAX1 inh-1 = /
  ADAM10 inh = 6
  DAX1 inh-2 = 0.2
  hcDAF12 agonist = -1.4
  hgDAF-12 ag = 4.4

# (next part)
structure	GAA850 FXN act	PG9 binder	SMARCA2 activ	ssDAF-12 act	NPR1 activator	ADAM17 inh	DAX1 inh-1	ADAM10 inh	DAX1 inh-2	hcDAF12 agonist	hgDAF-12 ag
C[C@@H]1CN([C@@H](C)CO)C(=O)CCCn2nncc2CO[C@H]1CN(C)C(=O)C1CCCCC1	1.2	2.7	2	-0.5	3	5	1.4	-3	0.1	0.4	6.0
COC(=O)[C@]12C(=O)NC[C@H](CN1c1ccc(C(F)(F)F)cc1)N2C	-0.9	-2.7	0	-0.3	0	0	0.9	1	-0.3	-1.7	-0.3
Cc1cc(C)nc(N/N=C/C2=C(O)CC(c3ccc(F)cc3)CC2=O)n1 (stereo not drawn)	-0.4	-2.2	-2	-1.5	0	0	/	5	-0.8	-1.7	-2.2
CC1(c2ccc(Cl)cc2)NC(=O)N(CC(=O)N2CCCC2)C1=O (stereo not drawn)	2.0	-1.0	-1	-1.5	2	-6	0.2	-5	0.1	-1.9	-1.2
